# hERG rescue: shields human hERG channel from block by proarrhythmic agents | 310,000 compounds, 0.51% hits | Q12809 | activation (rescue from dofetilide block), less the hit threshold, % at 10 µM | AID 1511 | CHO-hERG, FluxOR thallium flux, dofetilide IC70 present;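 active = activation above the mean of controls blocked by dofetilide plus 5 SD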;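 note: thallium influx through hERG after potassium depolarization seen as dye fluorescence rise; in these data hits start at about 4.7%; inactives centre near -7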
# KCNK3 block: human KCNK3 channel inhibition, primary screen; CHO-KCNK3 thallium flux, FluxOR fluorescence; hits give low values; O14649; 340,000 compounds, 0.84% hits; B-score at 10 µM;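 active = B-score under library mean minus 4 SD, starting fluorescence ratio at most library mean plus 5 SD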;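 note: more negative B-score means stronger inhibition of thallium flux through KCNK3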
# GSK3beta inhib: inhibitors of human GSK3beta kinase; GST-GSK3beta kinase, ADP-Glo luminescence, 60 min; hits give low values; activity score (negative = inhibition), % at 10 µM; 300,000 compounds, 0.038% hits; P49841; AID 2097;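 active = more than half of replicate wells score below -50%, meaning over 50% inhibition versus plate controls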;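 note: 0% = median DMSO wells and -100% = median GW8510 positive control wells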
#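 Test system: GST-tagged human GSK3beta kinase, cell-free; evaluation: activity score scaled between in-plate DMSO and GW8510 controls; measured by: ADP-Glo luminescence; incubation: 60 min reaction, RT; benchmarks: DMSO and 20 µM GW8510; reagent: peptide substrate plus 25 µM ATP (final); medium: Tris/MgCl2 kinase buffer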
# GSK3A inh: human GSK-3 alpha kinase inhibition. AID 2650. ADP-Glo luminescence, 60 min. inhibition, % at 10 µM. P49840. 320,000 compounds, 0.1% hits;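 in the data active = inhibition above about 50%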;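 note: GST-tagged GSK-3 alpha with peptide substrate and 25 µM ATP; 0% = DMSO neutral wells and 100% = GW8510 positive control wells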
# KCNQ1 block: human KCNQ1 channel inhibition. P51787. 310,000 compounds, 1.3% hits. B-score at 10 µM. CHO-K1 KCNQ1, FluxOR thallium flux fluorescence; hits give high values;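 active = compounds whose thallium flux B-score, printed positive for inhibition, exceeds three library SD while starting fluorescence stays within three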;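 note: channel opened by potassium depolarization with thallium stimulus after 20 min compound exposure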
# Target sequence (P51787 whole entry, looked up): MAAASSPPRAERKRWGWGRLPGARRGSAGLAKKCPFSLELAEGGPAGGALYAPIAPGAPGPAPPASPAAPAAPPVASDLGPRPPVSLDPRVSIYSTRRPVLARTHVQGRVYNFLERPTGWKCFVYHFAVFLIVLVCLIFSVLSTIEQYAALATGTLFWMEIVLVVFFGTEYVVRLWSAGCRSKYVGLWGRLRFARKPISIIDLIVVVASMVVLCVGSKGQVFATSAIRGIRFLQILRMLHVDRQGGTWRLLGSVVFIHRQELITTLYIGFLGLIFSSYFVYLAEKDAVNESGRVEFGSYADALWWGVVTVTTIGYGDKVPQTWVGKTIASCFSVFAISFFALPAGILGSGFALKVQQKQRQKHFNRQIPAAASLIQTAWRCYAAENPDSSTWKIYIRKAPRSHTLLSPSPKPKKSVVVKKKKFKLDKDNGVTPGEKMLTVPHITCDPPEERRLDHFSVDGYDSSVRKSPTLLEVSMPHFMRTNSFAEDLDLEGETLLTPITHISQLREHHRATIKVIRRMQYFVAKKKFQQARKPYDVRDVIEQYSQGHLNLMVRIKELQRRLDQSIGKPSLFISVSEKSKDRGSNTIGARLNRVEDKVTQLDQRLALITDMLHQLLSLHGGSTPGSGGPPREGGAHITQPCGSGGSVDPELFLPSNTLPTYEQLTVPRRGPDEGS
# KCNQ1 act: potentiators or activators of human KCNQ1 potassium channel; 310,000 compounds, 0.35% hits; P51787; B-score at 10 µM; CHO-K1 KCNQ1, thallium flux FluxOR fluorescence; hits give high values;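 active = fluorescence ratio B-score, a plate-corrected score, at least three library SD, with initial intensity B-score within 5 SD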
#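 Material: CHO-K1 cells stably expressing KCNQ1. Medium: assay buffer for compound exposure, DMSO matched across wells. Reagent: K+/Tl+ depolarizing stimulus. Compound dosing: single-concentration screen. Times: 37 °C overnight plating, 90-min dark dye load, 20-min compound pretreatment. Technique: FluxOR Tl+ flux fluorescence.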
# PolyA inh: yeast polyadenylation inhibition; S. cerevisiae SKY197-pL101 polyadenylation reporter, beta-gal luminescence; efflux-impaired pdr1/pdr3 knockout yeast; score 100 = 6 SD above DMSO; calls only at 12 µM; 300,000 compounds, 0.02% hits;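 active = lowest replicate activity score at least 50, where 100 means six control SD above control mean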;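 note: yeast exposed to compound for 9 h at 30 °C; higher score means more reporter readthrough which indicates perturbed polyadenylation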
# KCNK9 inh: human KCNK9 channel inhibition. Q9NPC2. HEK293 KCNK9, FluxOR thallium flux fluorescence; hits give low values. B-score at 10 µM. 310,000 compounds, 1.2% hits;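 active = ratio B-score over 3 SD below the library mean, with starting fluorescence within 5 SD of its mean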;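 note: negative B-score means less thallium flux so channel inhibition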
# Target sequence (Q9NPC2 whole entry, looked up): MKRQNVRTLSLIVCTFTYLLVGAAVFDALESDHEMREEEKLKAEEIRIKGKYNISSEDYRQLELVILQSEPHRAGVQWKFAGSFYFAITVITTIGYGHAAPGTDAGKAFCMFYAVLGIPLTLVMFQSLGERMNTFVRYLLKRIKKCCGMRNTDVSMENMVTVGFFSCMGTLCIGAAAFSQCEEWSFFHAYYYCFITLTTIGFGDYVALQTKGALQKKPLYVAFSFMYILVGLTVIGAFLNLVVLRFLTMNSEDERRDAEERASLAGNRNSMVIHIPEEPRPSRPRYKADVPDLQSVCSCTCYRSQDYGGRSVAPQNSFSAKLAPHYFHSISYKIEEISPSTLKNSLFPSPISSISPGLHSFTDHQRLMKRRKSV
# RGS4 act: potentiators or activators of RGS4 | HEK293 M3R/inducible RGS4, carbachol calcium flux Fluo4; hits give low values | B-score at 10 µM | 310,000 compounds, 0.92% hits | AID 463111;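 active = B-score of the integrated calcium signal more than 4 SD below the library mean, with starting fluorescence not abnormally high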;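 note: negative B-score means reduced calcium response which marks RGS4 activation or potentiation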
#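 System – HEK293 FlpIn-TREx cells, stable M3R, doxycycline-inducible RGS4 · Reagent – ECmax carbachol challenge · Times – compound preincubation 20 min at room temperature before agonist · Technique – Fluo4 fluorescence kinetic imaging of calcium · Measure – B score of integrated Fluo4 ratio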
# Dyrk1A ADPGlo: blocks rat Dyrk1A kinase activity; Q63470; ADP-Glo luminescence, NFATc1 peptide; inhibition, % at 12.5 µM; 310,000 compounds, 0.43% hits; in the data active = inhibition above about 50%;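 note: plate controls were vehicle with enzyme for no effect and no enzyme for full effect; many of its hits are not listed in these tables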
# RGS4 block: inhibitors of human RGS4; AID 463165; P49798; B-score at 10 µM; 310,000 compounds, 0.45% hits; HEK293 M3R/RGS4 inducible, Fluo-4 calcium flux; hits give high values; triggered by carbachol at its EC20;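 active = B-score, a plate-corrected calcium signal, over three deviations above library mean, with baseline fluorescence within five deviations of library mean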;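 note: RGS4 expression induced by doxycycline in cells with stable M3 receptor; B-score is computed from the integrated fluorescence ratio over baseline after carbachol; higher B-score means a larger calcium signal and so more RGS4 inhibition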
# * hit, by the source's call; i = inactive; . = not tested or not shown.
# Results follow in this order: hERG rescue	KCNK3 block	GSK3beta inhib	GSK3A inh	KCNQ1 block	KCNQ1 act	PolyA inh	KCNK9 inh	RGS4 act	Dyrk1A ADPGlo	RGS4 block
COc1ccc(N2CCN(C(=O)C3Cc4ccccc4CN3C(=O)c3ccccc3)CC2)cc1 (stereo not drawn)
  -19.0	i	2.2	-2.7	i	i	i	i	i	.	i
CO/N=C/NC(=O)C1=NOC(CNc2ncc(C(F)(F)F)cc2Cl)C1 (stereo not drawn)
  -3.7	i	-1.1	.	i	i	i	i	i	4.0	i
CCOc1cc(C(=O)N2CCCN(C)CC2)cc(OCC)c1OCC
  -1.9	i	2.3	-1.0	i	i	i	i	i	0.7	i
Cc1c(NC(=O)C(C)OC(=O)CCC2CCCC2)c(=O)n(-c2ccccc2)n1C (stereo not drawn)
  -2.3	i	1.1	-0.6	i	i	i	i	i	1.1	i
Cc1cc(C(=O)Cn2nnc(-c3ccc(Cl)cc3)n2)c(C)n1-c1ccccc1
  -18.6	i	-0.2	0.7	i	i	i	i	i	-6.9	i
COc1ccccc1CC(NC(C)=O)C(=O)NC1CCN(C(=O)Nc2ccc(F)cc2)CC1 (stereo not drawn)
  -16.1	i	1.0	-0.1	i	i	i	i	i	-4.4	i
CCOC(=O)N1CCC(N2CCN(C3CCCC3)C(CCO)C2)CC1 (stereo not drawn)
  -5.1	i	-1.4	-0.7	i	i	i	i	-10.2*	2.0	i
CCN1C(=O)c2cccc3c(S(=O)(=O)Nc4ccccc4)ccc1c23
  -5.8	i	1.6	-4.9	i	i	i	i	i	4.7	i
COc1ccccc1CNC(=O)[C@H](Cc1c[nH]c2ccccc12)NC(=O)[C@@H]1Cc2ccccc2CN1
  -6.9	i	2.7	3.5	i	i	i	i	i	-0.2	i
Cc1ncoc1C(=O)Nc1cccc(Cl)c1
  -8.2	i	0.7	-1.3	i	i	i	i	i	0.8	i
CCN(CC)c1nc(N2CCOCC2)nc2ccccc12
  -8.4	i	-1.7	1.2	i	i	i	i	i	-0.8	i
O=C(NCC1CCN(c2ccc(S(=O)(=O)N3CCOCC3)cc2)CC1)Nc1ccccc1
  -10.0	i	-1.7	-0.2	i	i	i	i	i	-2.1	i
Cc1cccc(-c2nc3ccccc3c(=O)n2N)c1
  -7.2	i	-2.7	-2.6	i	i	i	i	i	-0.7	i
O=C(Nc1cccc(F)c1)[C@@H]1CCCN1
  -8.2	i	.	0.5	i	i	i	i	i	-0.7	i
Cc1c(C(=O)C(=O)NCCc2ccc(S(N)(=O)=O)cc2)c2ccccc2n1C
  -7.2	i	4.4	1.2	i	i	i	i	i	-1.3	i
Cc1ccc(S(=O)(=O)NN2C(=O)c3ccccc3NC2C)cc1 (stereo not drawn)
  -10.6	i	-0.2	-0.2	i	i	i	i	i	-4.9	i
Nc1nc(CSc2nc3ccccc3s2)nc(Nc2ccccc2)n1
  -6.7	.	-1.7	1.2	i	i	i	i	i	.	i
Cc1ccc(Cn2ccsc2=NC(=O)CCl)cc1
  -11.3	i	0.4	-1.0	i	i	i	i	i	-3.2	i
O=C(Nc1ccccn1)c1c(O)c2cccc3c2n(c1=O)CCC3
  -0.1	i	-1.7	-2.4	i	i	i	i	i	-1.3	i
CN1CCN(CC(=O)c2cc(C(C)(C)C)c(O)c(C(C)(C)C)c2)CC1
  -6.0	i	0.8	-2.8	i	i	i	i	i	12.2	i
O=C(Nc1ccc2ccccc2n1)c1ccccc1
  0.5	i	0.3	-1.6	i	i	i	i	i	51.1*	i
O=c1c2c(nc3nc(NCc4ccccc4Cl)[nH]n13)CCC2
  0.5	.	-0.1	-2.9	i	i	i	i	i	.	i
C/C(=N\NC(=O)c1cccs1)c1ccncc1
  0.7	i	-7.5	6.4	i	i	i	i	i	.	i
O=C(Cc1ccc(-c2ccccc2)cc1)Nc1ccccc1
  -3.8	i	-1.0	0.9	i	i	i	i	i	-3.2	i
O=C(CCN1C(=O)S/C(=C/c2ccccc2)C1=O)Nc1ccc(O)c(C(=O)O)c1
  -1.6	i	1.5	0.4	i	i	i	i	i	-3.1	i
CC1CCN(C(=O)Cn2nnnc2CN2CCOCC2)CC1
  -10.8	i	-1.4	.	i	i	i	i	i	-5.3	i
Cc1csc(Nc2ccc(Cl)cc2)n1
  -15.5	i	3.2	.	i	i	i	i	i	.	i
O=[N+]([O-])c1cc([N+](=O)[O-])c(N2CCCCCC2)cc1NCCO
  -14.0	i	-36.5	43.7	i	i	i	i	i	0.6	i
Cc1cc(C)nc(N(C#N)CN2C(=O)c3ccccc3S2(=O)=O)n1
  -9.3	i	-1.6	-3.4	i	i	i	i	i	1.1	i
O=C(CN1CCN(c2ccccc2)CC1)Nc1ccccc1C(F)(F)F
  -4.5	i	-5.4	-3.1	i	i	i	i	i	-2.5	i
Cc1ccc(Cn2c(O)c(N=NC(=S)Nc3ccccc3F)c3ccccc32)cc1
  17.8*	i	1.9	-0.4	i	i	i	i	i	-2.6	i
CCc1nnc(NC(=O)c2ccc3nc(CC)c(CC)nc3c2)s1
  -21.8	i	-2.0	-0.7	i	i	i	i	i	11.2	i
COc1ccc(-c2nnc(SCC(=O)c3cccs3)n2-c2ccc(Cl)cc2)cc1
  -10.4	i	1.0	-0.4	i	i	i	i	i	1.2	i
COc1ccc(C2(CNC(C)=O)CCCC2)cc1OC
  -6.2	i	-0.1	-5.0	i	i	i	i	i	0.4	i
CC(C)C[C@H]1CN=C(Nc2ccccc2)N1CC1CCC1
  -2.2	i	-1.5	0.3	i	i	i	i	i	-11.3	i
COC(=O)c1c(C)[nH]c(C(=O)/C=C/c2cccc(Cl)c2)c1C
  -10.8	i	-3.4	-0.8	i	i	i	i	i	1.0	i
O=C(Cn1nc(Cc2cccnc2)c2ccccc2c1=O)NCc1ccc2c(c1)OCO2
  -9.7	i	0.8	-2.1	i	i	i	i	i	-1.9	i
Nc1ccc(S(=O)(=O)NC2=NCCCCC2)cc1N
  -10.4	i	-1.6	0.1	i	i	i	i	i	.	i
CC1(C)CC(=O)C=C(Nc2ccc(Br)cn2)C1
  -4.9	i	-1.6	-0.7	i	i	i	i	i	2.3	i
COc1ccc(/C=C/c2cc[n+](C(=O)Cc3ccccc3)cc2)cc1
  -11.4	i	-2.1	3.6	i	i	.	i	i	-2.5	i
C/C(=N\NC(=S)NCc1ccccc1)c1ccc2c(c1)OCCO2
  -3.6	i	1.7	0.4	i	i	i	i	i	1.7	i
COc1ccc(O)c(C(=O)c2cc(C#N)c(=O)n(CCN3CCOCC3)c2)c1
  -3.0	i	0.7	-3.3	i	i	i	i	i	7.7	i
Cc1c(/C=N/N=C2\CCC3C4CCc5cc(O)ccc5C4CCC23C)cnn1C (stereo not drawn)
  -2.5	i	1.5	0.5	i	i	i	i	i	-0.8	i
Cc1ccccc1N1CC(C(=O)Nc2ccc(S(=O)(=O)N3CCCCC3)cc2)CC1=O (stereo not drawn)
  -5.7	i	0.6	0.1	i	i	i	i	i	-1.3	i
N#CCSc1nnc(-c2sc3ccccc3c2Cl)o1
  -6.7	i	-3.0	0.0	i	i	i	i	i	6.7	i
Cc1ccc(-c2ccnc3[nH]n(-c4ccccc4)c(=O)c23)cc1
  -0.8	i	-3.8	3.5	i	i	i	i	i	.	i
CCOc1ccc(C2=NNC(c3cccs3)=Nc3ccc(OC)cc32)cc1OCC
  -9.8	i	-1.6	1.8	i	i	i	i	i	-4.2	i
COc1ccc(CCNCC(=O)Nc2ccc(OC(F)(F)F)cc2)cc1OC
  -10.9	i	1.1	-2.6	i	i	i	i	i	-1.6	i
Cc1cc(N2CCOCC2)n2nc(-c3cccc(F)c3)cc2n1
  -6.1	i	-2.5	0.7	i	i	i	i	i	0.7	i
Cc1ccccc1CN(C)CC(=O)Nc1ccccc1-c1ccccc1
  -7.6	i	-12.8	-3.4	i	i	i	-10*	i	6.5	i
O=C(CCC1COc2ccccc2O1)Nc1ncccc1O (stereo not drawn)
  -5.8	i	-1.2	-0.3	i	i	i	i	i	-5.4	i
Cc1[nH]c(=O)[nH]c(=O)c1/C=N/NC(=O)[C@@H](NC(=O)OC(C)(C)C)C(C)C
  -7.8	i	1.7	-1.2	i	i	i	i	i	23.2	i
COC(=O)c1c(NC(=O)C(Cl)Cl)sc2c1C(C(=O)OC)CC2 (stereo not drawn)
  -3.9	i	2.5	3.2	i	i	i	i	i	0.7	i
COc1ccc(CCC(C)N2CCc3ccccc3C2)cc1 (stereo not drawn)
  -7.5	i	3.3	-1.2	i	i	i	i	i	.	i
CCOC(=O)C1(CCOC)CCN(Cc2ccc(C(=O)OC)cc2)CC1
  -4.0	i	0.4	0.0	i	i	i	i	i	2.4	i
N#CCN1C(=O)C(=O)N(Cc2cccc(C(F)(F)F)c2)C1=O
  -0.9	i	1.4	-2.0	i	i	i	i	i	-6.8	i
CCC(C)COC(=O)c1ccc(C(=O)O)cc1 (stereo not drawn)
  -5.8	i	-1.4	0.3	i	i	i	i	i	2.5	i
CCOc1ccc(N(Cc2cc3cc(C)ccc3[nH]c2=O)S(=O)(=O)c2ccccc2)cc1
  -9.9	i	1.6	-0.5	i	i	i	i	i	4.1	i
COc1ccc(-n2c(SCC(=O)Nc3ccc(C(N)=O)cc3)nc3ccccc3c2=O)cc1OC
  -10.9	i	1.6	-2.8	i	i	i	i	i	-0.8	i
O=C(c1cccc([N+](=O)[O-])c1)c1cc2ccccc2o1
  -7.3	i	1.2	-4.9	i	i	i	i	i	-3.9	i

# (further entries)
# Results follow in this order: hERG rescue	KCNK3 block	GSK3beta inhib	GSK3A inh	KCNQ1 block	KCNQ1 act	PolyA inh	KCNK9 inh	RGS4 act	Dyrk1A ADPGlo	RGS4 block
CCc1ccc2nc(N)sc2c1
  -9.7	i	-0.3	-1.2	i	i	i	i	i	-5.3	i
Cc1c(Cl)cccc1NC(=S)NC1CC1
  -4.7	i	0.2	-2.3	i	i	i	i	i	1.7	i
CCC(Nc1nc(-c2ccccc2)nc2ccccc12)C(=O)O (stereo not drawn)
  -9.2	i	1.7	-2.0	i	i	i	i	i	-4.7	i
COc1cccc(C(=O)NNC2=C(C(=O)C(F)(F)F)CCC2)c1
  -12.8	i	0.1	7.3	i	i	i	i	i	0.6	i
CCOC(=O)C(C)n1cnc2sc(C)c(C)c2c1=O (stereo not drawn)
  -4.9	i	0.0	0.6	i	i	i	i	i	2.9	i

# Screening results from PubChem BioAssay.

# Not all compounds are listed, so the mix of outcomes need not match the whole.
